BRCT inh green – inhibitors of human BRCA1 BRCT-phosphoprotein interaction (green fluorophore). P38398. BRCA1 BRCT-phosphopeptide binding, green fluorescence polarization. Potency, µM (series often up to 76.9 µM), for inactives: at the top dose activity change, negative = inhibition, most hits filed as inhibitors. hit rate 0.05% among 75,000;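 note: potency is the fitted concentration of half-maximal effect; plate controls were peptide without protein for full effect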
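Compounds were incubated for 12 min at room temperature with a complex of 100 nM fluorescein-tagged pBACH1 decapeptide and 250 nM His-tagged BRCT protein. Buffer was phosphate pH 7.3 with EDTA, DTT and Tween 20. Disruption of binding lowers the polarization signal.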
CRE Fsk mod – CRE-bla signaling modulation under forskolin stimulation. Potency, µM (doses to about 38.2 µM), for the others: top-dose activity change, negative = inhibition, actives largely listed as activators. CHO CRE-bla reporter (cAMP response element driving beta-lactamase), forskolin EC10, beta-lactamase ratio. hit rate 2.5% among 71,000; active = well fitted activation curve with a large enough effect in the signal ratio, with a control signal flat, not every such curve was filed as active; inconclusive = small, poorly fitted or top-dose-only effect, or effect the other way, or a change in a side signal; the % refers to the signal ratio; note: potency is the fitted concentration of half-maximal effect; % of control where 0% means no effect
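qHTS titration format; CRE-bla CHO reporter; stimulus EC10 NKH 477, a water-soluble forskolin. Read: CCF4 460/530 nm ratio. Potency expressed as AC50 for activators or inhibitors.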
Caspase-7 inhib – blocks human caspase-7 allosterically or competitively | recombinant caspase-7, Ac-DEVD-AFC fluorescence rate | Potency, µM (top dose mostly 57.5 µM), for the others: at the highest dose activity change, negative = inhibition, usual class: inhibitors | hit rate 0.02% among 75,000; active = well fitted inhibition curve with a large enough effect in the main read-out, with a control signal flat, not every such curve was filed as active; inconclusive = small, poorly fitted or top-dose-only effect, or a change in a side signal; note: potency is the fitted concentration of half-maximal effect; % of control where 0% means no effect
Target sequence (P55210 24-198 limits assumed): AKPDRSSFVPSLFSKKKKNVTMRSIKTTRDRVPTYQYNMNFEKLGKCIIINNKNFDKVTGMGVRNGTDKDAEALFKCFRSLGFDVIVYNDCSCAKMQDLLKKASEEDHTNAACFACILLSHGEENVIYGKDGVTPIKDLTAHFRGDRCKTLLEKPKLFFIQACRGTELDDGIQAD
Target sequence (P55210 207-303 limits assumed): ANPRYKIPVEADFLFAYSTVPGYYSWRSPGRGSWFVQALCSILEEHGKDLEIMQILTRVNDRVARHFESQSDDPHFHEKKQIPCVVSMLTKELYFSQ
ERK AVP block – blocks ERK signaling stimulated by vasopressin; HEK293-V1b, vasopressin-stimulated pERK AlphaScreen; Potency, µM (doses to about 57.5 µM), for inactives: at the top dose activity, negative = inhibition, most hits filed as inhibitors; hit rate 0.99% among 72,000; AID 995; note: potency is the fitted concentration of half-maximal effect; % is set by controls: 0 for no effect and ±100 for the full control effect; nearly all actives have a fitted effect of over 55% in size
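HEK293 cells stably expressing V1b receptor, preincubated 30 min at 37 °C with compound, then stimulated 5 min with 25 nM vasopressin. Phospho-ERK by AlphaScreen SureFire after 5 h RT; normalized to DMSO and vasopressin; AC50 by Hill fit.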
A350 autofl – compounds fluorescent in Alexa 350 spectral region; Compound autofluorescence, 340/450 nm, Alexa 350 dye-equivalents; hits give high values; max dye-equivalent concentration, M; hit rate 11% among 59,000; AID 590; in the data active = max dye-equivalent concentration above about 10 nM; inconclusive = mostly about 1.1 nM to 9.6 nM
USP2a inhib – blocks human ubiquitin-specific protease USP2a | O75604 | USP2a enzymatic assay, qHTS inhibition | Potency, µM (highest dose often 38.3 µM), for inactives: top-dose activity change, negative = inhibition, hits mostly inhibitors | hit rate 0.1% among 60,000;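 note: potency is the fitted concentration of half-maximal effect; nearly all actives have a fitted effect of over 60% in size; plate controls were DMSO for no effect and NEM full inhibition control for full effect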
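USP2 core (20 nM final) was preincubated with compound for 30 min at RT in 20 mM Tris-HCl pH 8.0, 2 mM CaCl2, 2 mM beta-mercaptoethanol; Ub-PLA2 (20 nM) plus NBD C6-HPC (20 uM) then added, fluorescence read after 2.5 h.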
HEK293 cAMP cs – parental HEK293 cAMP activation (counter-screen); hit rate 2.5% among 73,000; Potency, µM (titrated, usually from 57.1 µM), without a hit: at the highest dose activation, actives largely listed as activators; parental HEK293 CNG cAMP sensor, membrane potential fluorescence; note: potency is the fitted concentration of half-maximal effect; % of control where 0% means no effect; nearly all actives have a fitted effect of over 55% in size
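Parental HEK 293 cells stably expressing a cAMP-gated CNG channel were loaded with membrane potential dye containing 100 uM RO 20-1724 for 60 min. Compound added for 30 min; depolarization read as fluorescence intensity at 590 nm.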
Tau fil binding – binds recombinant human tau filaments; recombinant tau filaments, thioflavin S fluorescence, 15 h; filaments grown with octadecylsulfate alongside compound; Potency, µM (highest dose often 57.1 µM), for the others: at the top dose activity change, negative = inhibition; hit rate 2% among 71,000; AID 596;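 note: potency is the fitted concentration of half-maximal effect; % is set by controls: 0 for no effect and ±100 for the full control effect; actives lower thioflavin S fluorescence by blocking filaments or displacing dye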
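Quantitative HTS: thioflavine S signal from ODS-induced tau filaments, excited at 450 nm, emission 510 nm. Conditions: 1 uM tau, 30 uM ODS, 15 h at 37 C, pH 7.4.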
Caspase-1 inhib – caspase-1 (human) inhibition, allosteric or competitive. Potency, µM (top dose mostly 57.5 µM), inactives show at the highest dose activity change, negative = inhibition, hits mostly inhibitors. hit rate 0.03% among 75,000. P29466. Caspase-1 enzyme, Ac-WEHD-AFC fluorogenic rate;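 note: potency is the fitted concentration of half-maximal effect; plate controls were vehicle for no effect and no substrate for full effect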
Target sequence (P29466 120-297 limits assumed): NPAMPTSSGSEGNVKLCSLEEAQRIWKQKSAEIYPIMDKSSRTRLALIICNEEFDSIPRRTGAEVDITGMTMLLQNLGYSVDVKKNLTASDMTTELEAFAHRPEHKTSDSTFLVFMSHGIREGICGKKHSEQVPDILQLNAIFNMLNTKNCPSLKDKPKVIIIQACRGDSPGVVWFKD
Target sequence (P29466 317-404 limits assumed): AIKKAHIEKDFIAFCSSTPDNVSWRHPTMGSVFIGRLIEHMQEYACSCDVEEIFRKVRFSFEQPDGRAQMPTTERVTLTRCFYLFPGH
BRCT inh red – disrupts BRCA1 BRCT binding to phosphoprotein, red fluorophore readout. Potency, µM (doses to about 76.9 µM), inactives show top-dose activity change, negative = inhibition, most hits filed as inhibitors. BRCT-phosphopeptide binding, red fluorescence polarization. hit rate 0.03% among 75,000; note: % is set by controls: 0 for no effect and ±100 for the full control effect
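Fluorescence polarization: 100 nM His-tagged BRCA1 BRCT with 100 nM TAMRA-labelled phospho-BACH1 decapeptide, phosphate buffer pH 7.3 with 150 mM NaCl, DTT, 0.01% Tween 20; 12 min RT. Binding inhibition seen as FP decrease.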
Luciferase inh – blocks Photinus pyralis firefly luciferase activity; purified firefly luciferase, luminescence, 8 min; P08659; Potency, µM (doses to about 57.1 µM), without a hit: at the top dose activity change, negative = inhibition, most hits filed as inhibitors; hit rate 2.2% among 72,000; note: potency is the fitted concentration of half-maximal effect; % is set by controls: 0 for no effect and ±100 for the full control effect; nearly all actives have a fitted effect of over 40% in size
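Here, luciferase activity is measured as luminescence following an 8 min room-temperature reaction at 10 uM ATP, pH 7.2. Every library sample is titrated.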
* marks the source's active call; other numbers are inactive results; i = inactive; u = inconclusive; x = not tested or not shown; [ ] = another dose, or the depositor's remark. Unless noted, calls come from the whole dose curve; as a rule, active = well fitted curve in the direction sought with a large enough effect; inconclusive = small, poorly fitted or top-dose-only effect, or another doubt; inactive = no such curve, though single readings can be large; an effect the other way counts as inactive or inconclusive.

mol | BRCT inh green | CRE Fsk mod | Caspase-7 inhib | ERK AVP block | A350 autofl | USP2a inhib | HEK293 cAMP cs | Tau fil binding | Caspase-1 inhib | BRCT inh red | Luciferase inh
C/C(=C\C(=O)c1ccncc1)Nc1ccccc1O | -1.5% | -12% | -2% | u | x | 0% | u | 6% | -1% | -0.1% | -6%
O=C(/C=N/O)NCC1CCNCC1 | -1.4% | 6% | -6% | 21% | i | -7% | -60%[inhibitor] | -2% | 1% | -0.4% | 2%
Cc1cc(NC(=O)COC(=O)C2CCN(C(=O)c3ccc(Cl)cc3)CC2)no1 | -0.6% | u | 0% | 5% | i | 2% | 2% | 0% | 1% | 0.4% | 3%
O=C(O)CCCNS(=O)(=O)c1ccc(NCc2ccccc2)c(C(=O)O)c1 | -1.7% | -4% | -4% | 10% | 2.7e-08M* | -4% | 9% | -9% | -6% | 0.9% | 3%
Cc1ccccc1/C=C\C1=NCCN1 | -1.6% | -2% | 2% | -8% | i | -9% | 12% | 1% | 4% | 0.8% | 1%
O=C(NCC(c1cccnc1)N1CCN(c2ccccc2)CC1)c1ccco1 (stereo unspecified) | 1.7% | 10% | 1% | 15% | i | -5% | 23% | 1% | 3% | -0.7% | 0%
CC12CN3CC(C)(CN(C1)C31C(=O)N(Cc3ccccc3)c3ccccc31)C2=O (stereo unspecified) | 2.7% | 2% | 2% | -2% | i | x | 6% | 3% | 0% | 1.2% | 2%
Cc1oc2cc(O)ccc2c(=O)c1Oc1ccccc1 | -1.9% | -5% | -12% | -16% | x | 1% | -2% | 20% | -11% | -0.6% | -3%
NNCCc1ccccc1 | -1.2%[3.08 µM] | -6%[17.1 µM] | 0% | -25% | i | 10% | 14%[25.6 µM] | -25%[25.6 µM] | -3% | 0.2% | -8%[25.5 µM]
CC1CCc2c(sc3ncn4c(SCC(=O)NCc5ccco5)nnc4c23)C1 (stereo unspecified) | 3.8% | 6% | -1% | 4% | i | 20% | 25µM* | 4% | -1% | -1.6% | 0%
CCN(C(=O)CSc1nc2cc(C(=O)OC)ccc2c(=O)n1Cc1ccco1)c1cccc(C)c1 | 1.3% | u | -2% | -6% | u | 9% | 18% | 8% | 1% | -1.1% | 3%
O=C(CC1Oc2ccccc2NC1=O)NCCCN1CCOCC1 (stereo unspecified) | -2.0% | -4% | 0% | 9% | x | x | 3% | -16% | 0% | 0.8% | 0%
CC1Cc2nc(SCC(=O)Nc3ccc(F)cc3)n(C)c(=O)c2S1 (stereo unspecified) | 0.5% | 0% | -1% | 3% | i | 19% | 1% | -2% | 0% | 1.2% | -2%
CCOC(=O)c1ccccc1NC(=O)CSc1nnc(Cc2cccn2C)n1-c1ccc(F)cc1 | 1.9% | 9% | -6% | 14% | i | 19% | u | 6% | -6% | 0.2% | -1%
c1ccc(Oc2cccc(OCCn3cncn3)c2)cc1 | 1.6% | u | -1% | -6% | i | 1% | 11% | -12% | 1% | -0.3% | 0%
Cc1cccc(-c2nc(CSCC(=O)NCCCN3CCOCC3)c(C)o2)c1 | -1.0% | -5% | 1% | 10% | i | -2% | 2% | 11% | -1% | -0.6% | 0%
COC(=O)[C@@]1(Cc2ccc(F)cc2)[C@H]2c3cc(C(=O)N4CCCC4)n(C[C@H](O)CO)c3C[C@H]2CN1C(=O)c1ccccc1 | -5.7% | -11% | 0% | 7% | x | x | 13% | 2% | -5% | 0.3% | x
O=C(O)C(Cc1cc2ccccc2[nH]1)N1C(=O)C2CC=C(Cl)CC2C1=O (stereo unspecified) | -3.2% | -17% | -1% | -13% | i | -4% | u | 6% | 0% | -1.6% | -3%
CC1=[N+]([O-])C(C)(C)CC(C)(C)c2ccccc21 | 1.0% | 5% | 1% | -16% | u | 0% | -1% | -1% | -1% | 0.8% | 2%
O=C(Nc1ccc2nc(-c3cccs3)[nH]c2c1)c1cccs1 | -1.1% | 3.2µM* | -4% | -21% | u | 24% | 11% | 76% | -3% | -1.0% | 13µM*
CCCCn1c(N)c(N(CC)C(=O)c2ccc3c(c2)S(=O)(=O)c2ccccc2C3=O)c(=O)[nH]c1=O | -1.1% | 10% | -1% | 17% | i | 6% | 1% | -5% | 0% | -0.3% | 0%
N#Cc1ccccc1-c1ccc2ncnc(NCc3cccnc3)c2c1 | -2.1% | u | -1% | -12% | i | 11% | 1% | 110% | -3% | -0.6% | 1%[2.29 µM]
COc1cc(-c2noc(CCC(N)=O)n2)cc(OC)c1OC | -1.0% | u | -1% | -1% | i | 0% | 6% | -6% | 0% | 0.2% | 3%
O=C(Cn1ncnn1)OCc1ccccc1Cl | -2.0% | -4% | 1% | -5% | i | 3% | 2% | -4% | -2% | 1.2% | 3%
N#Cc1nc(Cc2cccc3ccccc23)oc1NCC1CCCO1 (stereo unspecified) | -0.1% | u | -4% | -14% | i | 8% | 10% | 6% | -2% | 0.4% | -2%
O=C(c1ccco1)N1CCC(c2nc(-c3ccccc3Cl)no2)CC1 | -1.0% | 5% | 0% | -22% | i | 3% | u | -2% | -4% | -2.4% | -2%
CCCC(=O)Nc1ccc(N2CCOCC2)cc1 | 0.1% | -1% | -1% | 18% | i | -8% | 3% | -6% | -1% | -0.9% | 0%
CCN(CC)CCCNC(=O)N[C@@H](Cc1ccccc1)C(=O)O | -1.1% | u | -1% | 2% | i | 8% | 6% | -14% | 0% | 0.4% | 3%
CCOC(=O)c1oc2ccccc2c1NC(=O)c1ccc2c(c1)OCO2 | -0.4% | u | -1% | 10% | 3.8e-08M* | 21% | u | 2% | -1% | -1.1% | 3%
CCC(=O)Nc1ccc(NC(=O)c2ccccn2)cn1 | -2.3% | u | 7% | u | u | -6% | 1% | -9% | 1% | -1.8% | 40µM*
COC(=O)c1ccc(C(=O)OC)c(NC(=O)CSc2nc(-c3ccco3)cc(C(F)(F)F)n2)c1 | -0.9% | -4% | -2% | -3% | 1.5e-08M* | 1% | 15% | -8% | -1% | 0.0% | 0%
CCOC(=O)c1c(C)c(C(=O)NCc2cccnc2)c(C)n1CC | -1.4% | 23% | 1% | -7% | i | 3% | 2% | 1% | 3% | -0.2% | 3%
Cc1ccc(Oc2ccc(-c3nc(N)nc(N)n3)cc2)cc1 | 0.9% | u | -1% | -13% | x | x | 2% | -6% | -2% | 0.1% | -2%
O=C(CN1C(=O)CSC1=O)NC1CCCCC1 | -0.9% | 12% | -1% | -5% | i | -4% | -19% | -1% | -1% | -3.2% | 2%
NC(=O)c1cc(-c2ccccc2)nc(N2CCOCC2)n1 | 0.7% | u | -10% | -22% | u | -9% | -5% | -25% | -6% | -1.3% | 2%
CC1=C(C(=O)OCc2ccccc2)C(c2ccc(C(F)(F)F)cc2)NC(=O)N1CCCCCC(=O)O (stereo unspecified) | 0.3% | u | -4% | 16% | x | x | u | 2% | 5% | -0.6% | x
CCOC(=O)C1=C(C)Nc2nc(SCC)[nH]c(=O)c2C1c1ccncc1 (stereo unspecified) | -0.2% | 18% | 1% | 25% | 1.4e-08M* | 0% | 5% | -4% | 0% | 0.8% | 1%
CCC(C)NC(=O)C1CCC(=O)N1Cc1ccc(C)cc1 (stereo unspecified) | 0.5% | u | 1% | -4% | i | -11% | 7% | -3% | 0% | -0.6% | 2%
NC(=O)C[C@@H](N)c1nn[nH]n1 | 0.2%[15.4 µM] | 0%[7.6 µM] | 1%[11.5 µM] | -6%[11.5 µM] | i | x | 1%[11.4 µM] | 4%[11.4 µM] | 2%[11.5 µM] | 1.3%[15.4 µM] | 0%[11.4 µM]
Cc1ccc(CNC(=O)CCS(=O)(=O)c2cccc3nsnc23)cc1 | -0.6% | -4% | 5% | 7% | i | 5% | 1% | -6% | 0% | 0.2% | -1%
CC(NC(=O)COc1cccc(Br)c1)C(=O)O (stereo unspecified) | -2.4% | 0% | -1% | -12% | i | -8% | 24% | 7% | 1% | 0.4% | 1%
O=C(NC1CC2CCCC(C1)N2C(=O)NC1CCCCC1)c1ccc(F)cc1 (stereo unspecified) | -2.2% | 0% | 2% | -4% | i | 6% | 0% | -2% | -4% | -0.3% | 0%
O=C(O)c1cc(Cl)c(Cl)cc1C(=O)N1CCOCC1 | -2.2% | 1% | -1% | 13% | x | -2% | 15% | 15% | -1% | 1.4% | 1%
COCCCNC(=O)C12CCC(C)(C(=O)C1)C2(C)C (stereo unspecified) | -1.8% | -5% | 0% | -2% | i | 2% | -7% | -6% | 0% | -1.9% | 1%

From PubChem
